Luciferase inh = Firefly luciferase inhibition profiling of diverse chemical library using quantitative high-throughput screening; purified P. pyralis luciferase, luminescence, biochemical; Potency, µM (highest dose often 115 µM), for inactives: at the highest dose activity change, negative = inhibition, hits mostly inhibitors; 76,000 tested, 2.5% active; AID 1347043, 2019; note: potency is the fitted concentration of half-maximal effect; nearly all actives have a fitted effect of over 65% in size
Target sequence (P08659 whole entry, looked up): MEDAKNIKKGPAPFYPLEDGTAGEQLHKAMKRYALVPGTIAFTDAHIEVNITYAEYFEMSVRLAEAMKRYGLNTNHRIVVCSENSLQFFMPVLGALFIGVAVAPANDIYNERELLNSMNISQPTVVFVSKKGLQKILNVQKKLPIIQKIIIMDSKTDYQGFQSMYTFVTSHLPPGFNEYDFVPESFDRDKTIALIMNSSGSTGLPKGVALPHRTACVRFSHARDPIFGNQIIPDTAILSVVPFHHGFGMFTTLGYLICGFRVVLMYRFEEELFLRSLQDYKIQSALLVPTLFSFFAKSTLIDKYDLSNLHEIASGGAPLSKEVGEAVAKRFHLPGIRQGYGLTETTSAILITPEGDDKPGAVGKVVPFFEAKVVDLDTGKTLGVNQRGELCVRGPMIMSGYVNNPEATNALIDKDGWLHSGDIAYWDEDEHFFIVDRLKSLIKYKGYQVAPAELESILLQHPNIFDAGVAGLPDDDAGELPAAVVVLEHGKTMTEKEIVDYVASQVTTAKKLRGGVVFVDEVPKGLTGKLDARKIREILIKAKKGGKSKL
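Cell-free enzyme assay, 10nM P. pyralis luciferase, luciferin and ATP each at 10uM. Inhibition profiled over a 6-point titration, read as luminescence.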
HEK293 tox = Cytotoxic Profiling in HEK 293 Cell Line of Diverse Libraries Using Quantitative High-Throughput Screening | HEK 293 viability, ATP luminescence (CellTiter-Glo), 48-72 h | Potency, µM (series often up to 115 µM), without a hit: at the highest dose activity change, negative = cytotoxicity, actives largely listed as inhibitors | 94,000 tested, 6.6% active; note: potency is the fitted concentration of half-maximal effect; nearly all actives have a fitted effect of over 60% in size
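250 HEK 293 cells/well; compound by pintool; incubated 48 or 72 hr at 37 degree Celsius; CellTiter-Glo added, 10 min RT, luminescence imaged.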
3T3 cytotox = Cytotoxic Profiling in NIH 3T3 Cell Line of Diverse Libraries Using Quantitative High-Throughput Screening; 94,000 tested, 4.3% active; AID 1345082, 2018; Potency, µM (series often up to 96.7 µM), without a hit: at the highest dose activity change, negative = cytotoxicity, hits mostly inhibitors; NIH 3T3 viability, CellTiter-Glo ATP luminescence, 48-72 h; note: potency is the fitted concentration of half-maximal effect; nearly all actives have a fitted effect of over 55% in size
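ATP-dependent luminescence (CellTiter-Glo) served as the viability signal for NIH 3T3 cells treated with compound for 48 or 72 hr at 37 °C.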
IP6K1 inh = Primary qHTS assay for small molecule inhibitors of Inositol hexaphosphate kinase 1 (IP6K1); Inositol hexakisphosphate kinase 1 (Homo sapiens), Q92551; activity change, % (series mostly up to about 58 µM); 140,000 tested, 0.81% active; AID 1645851, 2021; IP6K1 kinase, ADP-Glo luminescence, 2 h; active compounds read low; in the data active = activity change below about -25%
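ADP-Glo luminescence measures ADP made by human IP6K1 during a 2 h RT reaction with ATP/IP6 (mix at 1.3 mM/130 uM); top library doses 57.5 and 19.1 uM final.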
SNCA viab count = GF-AFC viability counterscreen for inhibitors of alpha-synuclein gene (SNCA) expression; HEK-293-SNCA-luc viability, GF-AFC fluorescence, 24 h; 150,000 tested, 0.12% active; AID 1671193, 2021; Potency, µM (doses to about 57.1 µM), for the others: at the top dose activity change, negative = cytotoxicity, actives largely listed as cytotoxic;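 note: potency is the fitted concentration of half-maximal effect; 0% = DMSO-treated cells and -100% = medium-only wells without cells; nearly all actives have a fitted effect of over 30% in size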
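Cytotoxicity counterscreen: after 24 h compound treatment of genome-edited SNCA-luciferase HEK-293 cells, live-cell protease substrate GF-AFC read by fluorescence after 30 min; activity scaled between DMSO (0%) and medium-only (-100%), curves Hill-fitted.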
GPT2 inh = Primary qHTS assay for inhibitors of Glutamate pyruvate transaminase 2 (GPT2); Alanine aminotransferase 2 (Homo sapiens), Q8TD30; Recombinant GPT2, coupled pyruvate oxidase/HRP Amplex Red fluorescence; Potency, µM (top dose mostly 57.7 µM), for inactives: at the highest dose activity change, negative = inhibition, most hits filed as inhibitors; 100,000 tested, 0.25% active; note: potency is the fitted concentration of half-maximal effect; nearly all actives have a fitted effect of over 60% in size; many of its hits are not listed in these tables
Target sequence (Q8TD30 whole entry, looked up): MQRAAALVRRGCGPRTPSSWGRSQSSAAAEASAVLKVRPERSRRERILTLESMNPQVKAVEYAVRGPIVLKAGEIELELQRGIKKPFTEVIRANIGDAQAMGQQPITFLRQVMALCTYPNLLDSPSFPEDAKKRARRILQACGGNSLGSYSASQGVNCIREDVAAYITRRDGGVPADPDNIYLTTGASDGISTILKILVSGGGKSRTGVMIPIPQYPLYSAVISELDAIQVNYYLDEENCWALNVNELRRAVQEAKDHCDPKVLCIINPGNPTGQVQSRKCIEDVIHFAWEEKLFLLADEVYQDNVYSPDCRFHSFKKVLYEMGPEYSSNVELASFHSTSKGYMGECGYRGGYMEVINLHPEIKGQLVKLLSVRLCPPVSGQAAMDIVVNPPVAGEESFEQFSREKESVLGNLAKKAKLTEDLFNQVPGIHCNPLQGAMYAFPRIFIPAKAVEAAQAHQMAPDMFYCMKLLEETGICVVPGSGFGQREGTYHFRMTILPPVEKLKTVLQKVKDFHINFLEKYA
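Fluorescence of coupled pyruvate oxidase/HRP/Amplex Red system (50uM Amplex, 30 min, dark) reports pyruvate formed by GPT2. Enzyme reaction: 10ng/uL GPT2, 2mM L-alanine, 250uM a-KG, 30 min room temperature, pH 7.5; 50uM AOA control.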
SNCA expr inhib = Primary qHTS assay for inhibitors of alpha-synuclein gene (SNCA) expression | HEK-293 SNCA-luciferase knock-in, luminescence, 24 h | Potency, µM (series often up to 57.2 µM), for inactives: at the highest dose activity change, negative = inhibition, usual class: inhibitors | 140,000 tested, 0.17% active | AID 1671194, 2021;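 note: potency is the fitted concentration of half-maximal effect; plate controls were DMSO cells for no effect and cell-free wells for full effect; nearly all actives have a fitted effect of over 45% in size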
* hit, by the source's call; i = inactive; ? = inconclusive; . = no result given; [ ] = another dose, or the depositor's remark. Unless noted, calls come from the whole dose curve; as a rule, active = well fitted curve in the direction sought with a large enough effect; inconclusive = small, poorly fitted or top-dose-only effect, or another doubt; inactive = no such curve, though single readings can be large; an effect the other way counts as inactive or inconclusive. Unless noted, % is set by controls: 0 for no effect and ±100 for the full control effect.

SMILES | Luciferase inh | HEK293 tox | 3T3 cytotox | IP6K1 inh | SNCA viab count | GPT2 inh | SNCA expr inhib
CC(C)(C)c1ccc(C(=O)N(Cc2ccc(F)cc2)Cc2ccco2)cc1 | . | . | . | 44.3 | -5.7% | . | ?
Cc1ccc(Cl)cc1NC(=O)NCc1cccn1Cc1ccc(F)cc1 | . | . | . | -12.7 | -1.4% | . | -3.1%
O=C(Nc1cccc(F)c1)N1CCC2(CC1)CC(N1CCOCC1)CCO2 (configuration not stated) | -5.9% | -4.4% | 4.5% | 10.4 | 8.2% | i | 30.2%[activator]
Cc1onc(-c2c(Cl)cccc2Cl)c1CC(=O)NCc1ccc(OCC(F)(F)F)nc1 | . | . | . | -7.6 | 1.4% | -8.4% | .
CCCCC12CN3CC(C)(CN(C1)C3c1c(C)[nH]c(=O)[nH]c1=O)C2=O (configuration not stated) | . | . | . | -9.0 | 3.9% | . | 12.1%
CCC1c2nccn2CCCN1C(=O)COc1cccc(C)c1 (configuration not stated) | -2.5% | -15.2% | -8.8% | 0.9 | 0.3% | i | -6.6%
COc1ccccc1-c1ccc(CN2CCC(N[S+](=O)([O-])c3cccc(C(F)(F)F)c3)C2)cc1 (configuration not stated) | . | 20µM* | 12.6µM* | 1.0 | . | . | .
O=C(C[C@@H]1O[C@H](CNCc2cccc(Cl)c2)[C@@H](O)[C@H]1O)Nc1ccccc1 | -6.5%[172 µM] | ? | -25.5%[174 µM] | 15.1 | 6.6%[87.6 µM] | -9.6%[88.5 µM] | -29.5%[87.6 µM]
CC1(Cc2ccc3c(c2)OCO3)CCCN(C(=O)c2ccc3ncsc3c2)C1 (configuration not stated) | 7.94µM* | 44.7µM* | -18.6% | -18.6 | -21.8% | i | -14.0%
COCC(=O)N1CCC(C(NC(=O)c2ccc(F)cc2)C(=O)N2CCCC2)CC1 (configuration not stated) | -1.3% | 0.6% | 1.1% | 3.7 | 2.9% | i | 7.9%
Cc1noc(C)c1C(=O)NC1CCCc2c1[nH]c1ccccc21 (configuration not stated) | -15.5% | ? | ? | -8.4 | -2.8% | -1.3% | 2.9%
Cc1ccc(C(=O)N(C)C2CCc3ccccc32)cc1 (configuration not stated) | ? | 100µM* | ? | -9.1 | -12.9%[87.6 µM] | i | 80.7%[activator][87.6 µM]
Cc1ccc(CNC(=O)c2c(-c3ccccc3F)noc2C)o1 | . | . | . | -17.5 | 15.6% | . | -18.9%
COc1ccccc1CCNC(=O)c1ccc2c(c1)c(C)c(C)n2Cc1ccc(Cl)cc1 | . | . | . | 6.0 | 8.9% | . | -10.3%
O=C1CCCCC(Cc2cccnc2)(C(=O)O)N1 (configuration not stated) | 4.2% | -24.2% | -3.3% | 4.3 | -2.2% | 1.7% | -3.7%

Compounds shown so far that have an aryl methoxy group, in the order listed:
SMILES | Luciferase inh | HEK293 tox | 3T3 cytotox | IP6K1 inh | SNCA viab count | GPT2 inh | SNCA expr inhib
COc1ccccc1-c1ccc(CN2CCC(N[S+](=O)([O-])c3cccc(C(F)(F)F)c3)C2)cc1 (configuration not stated) | . | 20µM* | 12.6µM* | 1.0 | . | . | .
COc1ccccc1CCNC(=O)c1ccc2c(c1)c(C)c(C)n2Cc1ccc(Cl)cc1 | . | . | . | 6.0 | 8.9% | . | -10.3%

Next section
SMILES | Luciferase inh | HEK293 tox | 3T3 cytotox | IP6K1 inh | SNCA viab count | GPT2 inh | SNCA expr inhib
CCCCc1ccc(NC(=O)C2(C)Cc3ccccc3C(=O)O2)cc1 (configuration not stated) | . | . | . | -0.8 | 8.0% | . | 25.7%
O=C(NC1CCCc2c1[nH]c1ccccc21)c1ccccc1 (configuration not stated) | -1.2% | ? | ? | -4.3 | 6.8% | 2.6% | 27.6%
CC1=C(c2ccc(C)cc2)S(=O)(=O)NC1=NCCCN1CCN(c2ccccc2F)CC1 | . | . | . | 6.5 | 0.3% | . | -11.5%
COc1cccc(N2C(=O)NC(=NC3CCCCC3)C23CCCN(C(=O)c2ccc(C)cc2)C3)c1 (configuration not stated) | . | -29.0% | i | -16.2 | 0.9% | -1.5% | -24.6%
Cc1cc(C(=O)Nc2cccc(F)c2)c2c(C)nn(-c3cccc(Cl)c3C)c2n1 | . | . | . | 13.1 | -8.7% | . | 16.2%
C=CC(=O)Nc1cc(Nc2nccc(-c3cn(C)c4ccccc34)n2)c(OC)cc1N(C)CCN(C)C | . | . | . | 116.3 | ? | i | .
O=C(NC1CCCN(c2cc(-c3ccccc3)[nH]n2)C1)c1ccc2c(c1)OCO2 (configuration not stated) | ? | ? | ? | 35.0 | ? | -12.9% | 61.2%[activator]
O=C(NCCn1cc(SCc2ccccc2F)c2ccccc21)c1cccs1 | . | . | . | -6.2 | -24.5% | . | 9.9%
CCCN(c1ccc(C(C)C)cc1)S(=O)(=O)c1ccc2c(c1)CCN2C(=O)CC | . | . | . | -0.5 | -1.8% | . | 21.9%
COC(=O)COc1ccc(C(=O)N[C@@H]2CN(C(=O)NC(C)C)CCC[C@H]2O)cc1 | -6.0%[172 µM] | -1.1%[172 µM] | -2.3%[174 µM] | -2.4 | 0.9%[87.6 µM] | 1.2%[88.5 µM] | -6.5%[87.6 µM]
CN1Cc2cccn2CC1CNC(=O)NC1CCCCC1 (configuration not stated) | -3.7% | 1.6% | -16.8% | -5.4 | -7.1% | i | 2.4%
CC1=C(C(=O)OC2CCCC2)C(c2c(Cl)cccc2Cl)CC(=O)N1 (configuration not stated) | . | . | . | 9.1 | -25.4% | . | ?
O=C1CO[C@H]2CN(Cc3ccc4c(c3)OCO4)C[C@H]2N1c1ccccc1 | -12.7%[172 µM] | ? | ? | 4.6 | 6.3%[87.6 µM] | 0.6%[88.5 µM] | 5.5%[87.6 µM]
COc1ccc(Cn2cc(-c3ccc(F)c(C(N)=O)c3)cn2)cc1 | 8.6% | ? | ? | 0.9 | -6.5% | -9.7% | 72.9%[activator]
COc1ccc(-c2ccc(C(=O)N[C@@H]3COCC[C@H]3OC)o2)cc1 | 35.5µM* | -19.7% | -29.3% | -19.7 | -6.4% | i | 76.9%[activator]

Entries above that contain a CF3 group (2):
SMILES | Luciferase inh | HEK293 tox | 3T3 cytotox | IP6K1 inh | SNCA viab count | GPT2 inh | SNCA expr inhib
Cc1onc(-c2c(Cl)cccc2Cl)c1CC(=O)NCc1ccc(OCC(F)(F)F)nc1 | . | . | . | -7.6 | 1.4% | -8.4% | .
COc1ccccc1-c1ccc(CN2CCC(N[S+](=O)([O-])c3cccc(C(F)(F)F)c3)C2)cc1 (configuration not stated) | . | 20µM* | 12.6µM* | 1.0 | . | . | .

Following part:
SMILES | Luciferase inh | HEK293 tox | 3T3 cytotox | IP6K1 inh | SNCA viab count | GPT2 inh | SNCA expr inhib
O=C(Cc1ccc(Cl)cc1)N1CCC(N2CCCCCC2=O)CC1 | 6.4% | -2.4% | -11.2% | 3.7 | -0.7% | -4.2% | -0.1%
CN(Cc1ccccc1)C(=O)Cn1ncc2c3ccccc3n(Cc3cccc(Cl)c3)c2c1=O | . | . | . | 19.3 | 8.7% | . | -3.3%
CCc1ccccc1NC(=O)CCNS(=O)(=O)c1ccc2c(c1)CCN2C(=O)C1CC1 | . | . | . | -9.4 | -1.3% | . | 11.3%
COc1ccc(OC)c(CNC(=O)C2CCN(c3ncnc4c3nc3n4CCCCC3)CC2)c1 | . | . | . | -8.9 | 7.4% | . | -2.5%
CC(=O)Nc1cc(-c2cn(C)c(=O)n3cc(COc4ccc(Cl)cc4)nc23)ccn1 | -24.9%[172 µM] | -49.8%[172 µM] | -40.6%[138 µM] | -1.2 | -18.6%[87.6 µM] | i | 9.8%[87.6 µM]
CN(C(=O)[C@@H]1C[C@H](c2ccc(F)cc2)N([S+](=O)([O-])C2CC2)C1)c1ccccc1 | -12.1%[172 µM] | ? | ? | 15.7 | -10.2%[87.6 µM] | 2.3%[88.5 µM] | 24.0%[87.6 µM]
CCc1nc(-c2c3n(c(=O)n(CC(=O)NC4CCCC4)c2=O)CCCCC3)no1 | 2.1% | 2.3% | -12.5% | -3.6 | -1.6% | i | 21.2%
COc1c2c(c(C)c3c1C(=O)OC3)O[C@@]1(C)C[C@@H](O)[C@]34O[C@](OC)(CC[C@]3(C)[C@H]1C2)OC4(C)C | . | . | . | 1.5 | -7.1%[23.9 µM] | 3.3%[27.3 µM] | .
COc1ccc(NC(=O)Nc2nnc(N3CCCCCC3)s2)c(OC)c1 | . | . | . | 5.6 | -19.2% | . | -41.7%
CCC(=O)N1C[C@@H](Oc2ccccc2)C[C@@H]1C(=O)NCCOC | 1.4% | 0.0% | 2.4% | 14.8 | -1.8% | i | 8.2%
COc1ccc(CC(=O)Nc2nc3c(s2)C[C@@H]2[C@](C)(CO)[C@H](O)CC[C@@]2(C)[C@@H]3CC(=O)NCCNC(C)=O)cc1 | -0.5% | -20.3% | 2.2% | 4.2 | -0.3% | 1.9% | -19.3%
O=C(CN1CCCN(S(=O)(=O)c2ccc(Br)cc2)CC1)Nc1cccc(C(F)(F)F)c1 | . | . | . | 8.0 | -22.6% | . | 44.7%[activator]
Cc1ccc(NC(=O)N2CCc3c(C(=O)N(C)C)cccc32)cc1 | 15.8µM* | 1.9% | ? | -3.3 | -12.2% | 2.6% | 4.4%
COCCNC(=O)C1COC2(CCN(C(=O)c3ccc(OC)cc3)CC2)N1C(=O)c1ccc(C)cc1 (configuration not stated) | -9.2% | -19.9% | -19.2% | -1.3 | 4.9% | -3.7% | -2.1%
Cc1noc(/C=C/c2ccccc2F)c1S(=O)(=O)N1CCC(C(=O)N(C)Cc2ccco2)CC1 | . | . | . | 13.3 | -1.5% | . | -2.6%
O=C(NCCC1=CCCCC1)c1ccc2c(c1)N(Cc1cccc(Cl)c1)C(=O)c1ccccc1S2=O (configuration not stated) | . | . | . | -14.7 | -4.3% | . | 65.9%[activator]
O=c1nc2n(-c3ccccc3F)c3ccccc3cc-2c(=O)[nH]1 | . | . | . | -7.8 | ? | . | -26.7%
Cc1ccc(CNC(=O)N2C[C@@H](Oc3cccnc3)C[C@H]2C(=O)N2CCCC2)cc1 | 6.7% | 0.9% | -6.4% | 0.0 | -4.1% | i | -13.6%
Cc1cc(S(=O)(=O)N(C)CC2CCOC2)ccc1Cl (configuration not stated) | 8.1% | 7.6% | i | 16.2 | 7.2% | i | -1.9%
COc1ccc(-c2nc(SCC(=O)NCCCc3ccccc3)n[nH]2)cc1 | . | . | . | 7.1 | -25.8% | . | 29.6%
Cc1ccc(N(CC(O)Cn2c3ccccc3c3ccccc32)S(=O)(=O)c2ccc(F)cc2)cc1 (configuration not stated) | . | . | . | 11.0 | -15.1% | . | -17.7%

Screening results deposited in PubChem BioAssay by National Center for Advancing Translational Sciences (NCATS).

Hits appear at their usual frequency (roughly 7.7% active in at least one column).
